From PubChem
GLP-1R agonist: GLP-1 receptor (human) agonism; P43220; HEK293 GLP-1R CRE-luciferase, luminescence, 4-6 h; cells express a hypersensitive GLP-1R form; Potency, µM (series often up to 45.6 µM), for the others: at the top dose activation, most hits filed as activators; actives 0.007% (n = 380,000); AID 624172; further: potency means the concentration at half of the fitted maximal effect; % of control where 0% means no effect
Target sequence (P43220 whole entry, looked up): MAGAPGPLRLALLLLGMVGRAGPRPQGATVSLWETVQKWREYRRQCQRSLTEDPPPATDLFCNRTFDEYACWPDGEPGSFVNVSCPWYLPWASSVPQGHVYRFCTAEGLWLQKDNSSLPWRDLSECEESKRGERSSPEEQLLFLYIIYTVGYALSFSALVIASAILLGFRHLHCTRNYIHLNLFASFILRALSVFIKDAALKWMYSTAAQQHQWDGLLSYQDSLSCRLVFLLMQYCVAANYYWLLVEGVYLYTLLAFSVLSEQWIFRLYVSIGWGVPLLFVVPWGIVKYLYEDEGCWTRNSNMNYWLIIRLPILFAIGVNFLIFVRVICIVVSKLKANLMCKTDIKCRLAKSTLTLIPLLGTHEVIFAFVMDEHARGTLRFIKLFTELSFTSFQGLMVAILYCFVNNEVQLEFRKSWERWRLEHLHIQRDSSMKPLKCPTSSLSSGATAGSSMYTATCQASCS
D3 antag: antagonists of human D3 dopamine receptor. D3R cells, DiscoveRx beta-arrestin luminescence, antagonist mode; stronger effect = lower value. max response, negative = inhibition, %. actives 2.5% (n = 360,000); in the data active means max response below about -50%; inconclusive means no clear call, values can overlap the other calls; further: on the % scale 0 is the no-effect control and ±100 the full control effect; mostly tested at two doses, the higher about 12 µM
Target sequence (P35462 whole entry, looked up): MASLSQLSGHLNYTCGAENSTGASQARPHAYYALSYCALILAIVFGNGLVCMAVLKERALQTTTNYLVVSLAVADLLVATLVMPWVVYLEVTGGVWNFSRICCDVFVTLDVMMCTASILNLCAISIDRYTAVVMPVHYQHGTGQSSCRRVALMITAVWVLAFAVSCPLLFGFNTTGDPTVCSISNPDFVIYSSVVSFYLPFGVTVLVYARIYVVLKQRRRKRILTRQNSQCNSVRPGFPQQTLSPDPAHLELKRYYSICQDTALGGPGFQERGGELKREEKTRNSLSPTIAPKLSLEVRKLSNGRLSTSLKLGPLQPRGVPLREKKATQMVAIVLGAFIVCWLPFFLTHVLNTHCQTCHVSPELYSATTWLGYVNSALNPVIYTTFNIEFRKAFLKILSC
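Cells expressing the human receptor were seeded at 1500 cells/well, incubated overnight at 37 degrees C in 5% CO2, then exposed to library compounds with dopamine controls for 90 minutes at 37 degrees C before luminescent detection.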
Abeta rescue: A-beta toxicity reversal in yeast; AID 1347071; actives 0.063% (n = 410,000); Potency, µM (doses to about 46.1 µM), for inactives: top-dose growth rescue, most hits filed as activators; yeast expressing A-beta42, growth rescue, OD600, 48 h; response scale: 0% DMSO, 100% iron-clioquinol control; further: potency means the concentration at half of the fitted maximal effect; nearly all actives have a fitted effect of over 55% in size
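Growth rescue measured by 600 nm absorbance after 48 h yeast culture at 30 C with compound. Values normalized between DMSO and an equimolar ferric chloride plus clioquinol control.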
TDP43 rescue: inhibitors of TDP-43 toxicity in yeast. actives 1.8% (n = 410,000). TDP-43 expressing yeast growth rescue, BacTiter-Glo, 24 h. Potency, µM (doses to about 46.1 µM), for the others: at the highest dose growth rescue (activation), most hits filed as activators; further: potency means the concentration at half of the fitted maximal effect; % of control where 0% means no effect; nearly all actives have a fitted effect of over 50% in size
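Yeast cells expressing TDP-43 under galactose induction are exposed to compounds for 24 hr at 30 deg C. BacTiter-Glo luminescence measures growth, so protective compounds score as activators.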
GLP-1R inv ag: inverse agonists of human GLP-1 receptor | HEK293 GLP-1R CRE-luciferase, luminescence, 24 h; GLP-1R form is constitutively active | Potency, µM (top dose mostly 38.3 µM), for inactives: top-dose activity change, negative = inhibition, hits mostly inhibitors | actives 1.6% (n = 410,000); further: potency means the concentration at half of the fitted maximal effect; on the % scale 0 is the no-effect control and ±100 the full control effect; nearly all actives have a fitted effect of over 55% in size
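qHTS in 1536-well format: reporter HEK293 cells expressing constitutive GLP-1R activity in DMEM + 10% Nu serum, 24 hr with compounds at 37 deg C, luminescence read after 12 min with detection reagent.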
aSyn rescue: inhibitors of alpha-synuclein toxicity in yeast; Yeast expressing alpha-synuclein, growth rescue, BacTiter-Glo, 24 h; Potency, µM (highest dose often 46.1 µM), without a hit: at the highest dose growth rescue (activation), actives largely listed as activators; actives 0.14% (n = 370,000); further: potency means the concentration at half of the fitted maximal effect; % of control where 0% means no effect; nearly all actives have a fitted effect of over 65% in size
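Rescue of yeast growth: cells expressing toxic alpha-synuclein, induced in galactose at OD600 0.02, incubated with compound 24 h at 30 C. ATP luminescence quantified growth; inhibitors of toxicity appear as activators.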
PTHR1 agonist: activates the human parathyroid hormone receptor PTHR1. Q03431. HEK293 GP2 PTHR1 cells, GloSensor cAMP luminescence, 1 h. Potency, µM (doses to about 115 µM), for inactives: top-dose activation, actives largely listed as activators. actives 0.075% (n = 410,000). AID 743266; further: potency means the concentration at half of the fitted maximal effect; nearly all actives have a fitted effect of over 55% in size; some results filed as inactive show a strong effect at the top dose; inactives centre near -15; many of its hits are not listed in these tables
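HEK-293-derived GP2 cells expressing PTHR1 and a GloSensor cAMP reporter, 3,000/well, plated overnight, given luciferin plus IBMX (each 0.5 mM as added) for 1 h at 37 °C, then compound for 1 h at 37 °C. Luminescence was read after 15 min at room temperature.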
Akt phos inh: Akt phosphorylation inhibition | Neuro2A IGF-stimulated pAkt S473 HTRF, 20 min; stronger effect = lower value | activity change, % for hits at 50 µM | actives 0.32% (n = 360,000) | AID 651550; in the data active means activity change below about -80%; inconclusive means mostly about -51% to -80%; further: on the % scale 0 is the no-effect control and ±100 the full control effect
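Neuro2A cells (4,500/well, DMEM with 0.5% FBS) were treated with compound at a single 50 µM final concentration, stimulated with 6 nM IGF for 20 min at 37 °C, and lysed. Phospho-Akt Ser473 was read by HTRF as 665/615 ratio ×10^4.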
FUS suppressor: rescues growth of FUS-expressing yeast | Potency, µM (highest dose often 76.6 µM), for the others: top-dose growth rescue (activation), actives largely listed as activators | actives 0.24% (n = 390,000) | AID 1347120 | S. cerevisiae FUS-expressing, growth rescue, OD600, 24 h;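 further: potency means the concentration at half of the fitted maximal effect; plate controls were DMSO vehicle for no effect and reference control for full effect; nearly all actives have a fitted effect of over 55% in size; some results filed as inactive show a strong effect at the top dose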
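Toxicity suppression screen in FUS-yeast. Cells induced with 2% galactose, starting OD 0.005, treated 24hr at 30C with compounds at multiple final concentrations; growth by OD600.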
Starred values were filed as active, the others as inactive; i = inactive; ? = inconclusive; · = not tested or not shown; [ ] = another dose, or the depositor's remark. Unless noted, the call rests on the fitted dose curve; in most records, active means well fitted curve in the direction sought with a large enough effect; inconclusive means small, poorly fitted or top-dose-only effect, or another doubt; inactive means no such curve, though single readings can be large; an effect the other way counts as inactive or inconclusive.

Screens in order – GLP-1R agonist | D3 antag | Abeta rescue | TDP43 rescue | GLP-1R inv ag | aSyn rescue | PTHR1 agonist | Akt phos inh | FUS suppressor
- O=c1c2ccccc2nnn1CSc1nnnn1-c1ccccc1
    22% | -11 | -16% | ? | 10% | -2% | i | i | -1%
- CC(=O)Nc1ccc(S(=O)(=O)N2CCC(C(=O)c3ccc(Cl)cc3)CC2)cc1
    10% | 0 | 0% | -19% | ? | -5% | -77%[inhibitor] | i | 13%
- CC(Oc1ccccc1F)C(=O)N1CCC(c2nc3ccccc3o2)CC1 (stereo unspecified)
    · | · | -10% | 21% | -30% | · | i | · | 35%
- COc1ccc(-c2c(C#Cc3ccc(N(C)C)cc3)c3ccccc3n2C)cc1
    -3% | 0 | -14% | 14% | -5% | -2% | -21% | i | 29%
- CC(C)NC(=O)c1ccc(CN2CCc3ccccc3C2)cc1
    9% | -66* | -9% | 15% | 5% | -7% | -2% | i | -22%
- Cc1nc(NC(=O)c2ccccc2)sc1-c1cc(C(=O)N2CCOCC2)nn1Cc1ccccc1
    23% | -15 | 5% | 14% | -16% | -3% | -83%[inhibitor] | i | -14%
- CC(C)OC(=O)c1cc(NC(=O)C2C3CCC(O3)C2C(=O)O)cc(C(=O)OC(C)C)c1 (stereo unspecified)
    -3% | 10 | -16% | -12% | -3% | -4% | -13%[57.5 µM] | i | 31%
- CC(C)c1cccc(C(C)C)c1NC(=O)CN(C)C1CCS(=O)(=O)C1 (stereo unspecified)
    -6% | 1 | 0% | 17% | 4% | 3% | -14% | i | 12%
- CC[C@]12C(=O)N(C)C[C@H]([C@@H]3C(=O)N(C)C(=O)[C@@H]31)N2C(=O)c1ccc(F)cc1
    0% | 12 | 1% | -3% | 3% | 1% | i | i | -10%
- CC(C)NC(=O)CSc1nc(-c2ccccc2)cs1
    -1% | -2 | -1% | 9% | -14% | 5% | -28% | i | -28%
- CC(C)(C)c1ccc(C(=O)NCC(=O)OCC(=O)N2CCN(S(=O)(=O)c3ccc(Cl)cc3)CC2)cc1
    3% | -5 | 16% | 23% | 16% | 0% | -30%[inhibitor] | i | ?
- N#Cc1ccccc1NC(=O)C(=O)NCCc1csc(-c2ccc(C(F)(F)F)cc2)n1
    · | · | -10% | 18% | 16% | · | i | · | -6%
- COc1ccc(CCNC(=O)c2ccc3c(c2)N(Cc2ccccc2F)C(=O)c2ccccc2S3=O)cc1OC (stereo unspecified)
    0% | · | -2% | -3% | -11% | · | i | · | ?
- CC(=O)NC(CC(=O)NC1CCCCCC1)c1ccccc1 (stereo unspecified)
    1% | -14 | 10% | -20% | 21% | 1% | i | i | ·
- CCOC(=O)C(C(=O)c1ccccc1)C(c1ccccc1)c1nccc2ccccc12 (stereo unspecified)
    -5% | -11 | -2% | 10% | ? | -4% | -10% | i | 14%
- O=C(Nc1nccs1)c1ccc(-c2ccc([N+](=O)[O-])cc2)o1
    0% | 5 | -5% | -2% | 9% | -1% | -3% | i | 1%
- CC(C)(CC(=O)O)Cc1nc(-c2ccc(Cl)cc2)no1
    -1% | -6 | -7% | 32µM* | 1% | -3% | i | i | -2%
- CCC(Sc1nc2ccccc2o1)C(=O)Nc1nnc(C)s1 (stereo unspecified)
    2% | 19 | -17% | 12% | ? | 15% | i | i | 11%
- CCOC(=O)C1CCCN(S(=O)(=O)c2c(C)noc2C)C1 (stereo unspecified)
    -4% | 5 | 3% | 9% | 7% | 2% | -20% | i | 3%
- Fc1ccc(OCCCCCCN2CCCC2)cc1
    -6% | -29 | 0% | -12% | 7% | 1% | i | i | -2%
- Nc1ccc(C(=O)OCc2csc(-c3ccccc3)n2)cc1[N+](=O)[O-]
    3% | 39 | -12% | 12% | 41%[activator] | -1% | -10% | i | 5%
- COc1cccc(Cn2cc(C)cc(NC(=O)NCc3ccccc3)c2=O)c1
    16% | 84 | -3% | 22% | -4% | 0% | i | i | 4%
- COc1ccc(OC)c(NC(=O)CSc2ccccc2)c1
    3% | 13 | 4% | ? | -20% | 9% | -20% | i | 8%
- CC1=C(C(=O)Nc2ccccc2)C(c2ccc(C(=O)O)cc2)n2nc(SCC(=O)c3ccc(C)cc3)nc2N1 (stereo unspecified)
    · | · | -9% | 13% | 10% | · | i | · | 4%
- CCN(CC)C(=O)Cn1c(=O)oc2ccccc21
    -7% | -9 | 3% | 11% | 2% | 6% | i | i | -3%
- Cc1oc(-c2ccccc2F)nc1CSCC(=O)NCCc1ccccc1
    · | · | -13% | 6% | -25% | · | -44%[inhibitor] | · | 18%
- CC(C)(C)OC(=O)N1CCC(C(=O)NNC(=O)c2ccc(Cl)cc2Cl)CC1
    4% | 1 | -14% | 2% | -11% | -7% | -10% | i | 7%
- Cc1ccc(OCc2nnc(SCC(=O)c3cccc([N+](=O)[O-])c3)n2C)cc1
    4% | -10 | -2% | -7% | 0% | -6% | -3%[57.5 µM] | i | 54%
- O=C(CCc1nc(-c2ccccc2)no1)NC1CCCCCC1
    12% | 5 | 8% | ? | -15% | 10% | -8% | i | -16%
- COc1ccc(CNC(=O)c2ccc(NC(=O)CC3SC(N4CCCCC4)=NC3=O)cc2)cc1 (stereo unspecified)
    -3% | -23 | 4% | 26% | -5% | 5% | i | i | ?
- COC(=O)CC1c2cc(OC)c(OC)cc2CCN1C(=O)Nc1ccc(C)cc1Cl (stereo unspecified)
    · | · | -9% | 7% | 16% | · | -57%[inhibitor] | · | -3%
- CCN(CC)C(=O)Nc1c(C)n(C)n(-c2ccccc2)c1=O
    -7% | 0 | 7% | 16% | 6% | -10% | -9%[57.5 µM] | i | -9%
- O=C(NCCN1CCNCC1)c1ccccc1O
    -4% | 0 | -2% | 18% | 1% | 2% | -11% | i | 2%
- COc1ccc(OC)c(/C=C/C(=O)N(C)CC(=O)Nc2ccc(C)cc2)c1
    3% | -16 | -6% | 6% | -8% | 1% | i | i | 14%
- N/C(Cn1cncn1)=N\NC(=O)C(=O)Nc1ccc(Cl)cc1Cl
    12% | 4 | -7% | -1% | -14% | 2% | i | i | 0%
- Cc1ccc(S(=O)(=O)CCc2ccccn2)cc1
    -7% | -14 | 11% | 7% | 8% | 7% | i | i | -21%
- CCC(C)N(C)Cc1cccc(C2(O)CCN(S(=O)(=O)c3ccc(F)c(C)c3)CC2)c1 (stereo unspecified)
    1% | -15 | -6% | -11% | 2.5µM* | -4% | -23% | i | 9%
- Cc1ccc(C)n1-c1ccc(C(=O)NCC2CCCO2)cc1 (stereo unspecified)
    5% | 5 | 7% | 1% | 67%[activator] | 5% | i | i | ?
- CCOC(=O)c1cn(C2CC2)c2c(F)c(NCCCN(C)C)c(F)cc2c1=O
    1% | 9 | -9% | 4% | 4% | 3% | i | i | 7%
- Cn1c(CNC(=O)CCNC(=O)c2ccccc2F)cc(=O)n(C)c1=O
    -1% | 2 | -6% | 2% | 19% | 3% | i | i | -7%
- CN1CCN(C(=O)Cn2c(C(F)(F)F)nc3ccccc32)CC1
    -1% | -13 | 20% | 0% | 8% | -11% | -34%[inhibitor] | i | -12%
- O=C1/C(=N\O)Cc2ccccc21
    -4% | -11 | -6% | 11% | 9% | -11% | -25%[57.5 µM] | i | -2%
- COc1ccc(OC)c(NC(=O)c2cc(S(=O)(=O)NCCc3ccc(Cl)cc3)ccc2F)c1
    · | · | 17% | 7% | ? | · | i | · | 36%
- Cn1cc([C@]2(O)C(=O)Nc3c(F)cccc32)c2ccccc21
    · | 0 | -9% | 1% | 14% | -2% | -19% | i | 7%
- Cc1cc(C)c(C2=Nn3c(C)nnc3SC2C)cc1C (stereo unspecified)
    27% | -5 | -11% | -5% | 12% | 1% | -20% | i | 14%
- CCCc1cc(NCc2ccccn2)n2c(nc3ccccc32)c1C#N
    14% | 13 | -12% | 19% | 2%[0.307 µM] | 9% | -20% | i | 5%
- CCOC(=O)C1CCN(C(=O)Cc2ccc(-c3ccccc3)cc2)CC1
    8% | -3 | 21% | 0% | ? | 3% | -22% | i | 23%
- COc1ccc(CCN(C)CCCN2CC(c3ccccc3)CC2=O)cc1OC (stereo unspecified)
    1% | ? | -9% | 4% | -5% | -16% | -2% | i | 27%
- COc1ccc(CN2C(=O)C(CC(=O)NCCc3ccccn3)CC(C(=O)N(C(C)C)C(C)C)=C2C)cc1 (stereo unspecified)
    8% | -13 | -6% | 0% | 9% | -6% | -21% | i | -12%
- CCc1nc(N2CCOCC2)c(C#N)c2c1CCCC2
    16% | 9 | -28% | 6% | ? | 12% | i | i | 7%
- Cc1cc(NC(=O)CCNS(=O)(=O)c2ccc3c(c2)CCCC(=O)N3)ccc1Br
    -8% | · | -10% | -1% | -4% | -4% | -15% | · | 3%
- Cc1ccc(NCc2nnc(SCC(=O)Nc3cccc(O)c3)n2CC2CCCO2)c(C)c1 (stereo unspecified)
    1% | -7 | 16% | 5% | -35% | -7% | i | i | 18%
- Cc1cccc(-c2noc(CCC(=O)Nc3ccccc3)n2)c1
    -2% | -19 | -33%[inhibitor] | 2% | 5% | 1% | i | i | -1%
- CCc1ccc(NC(=O)CSc2ncc(S(=O)(=O)c3cc(C)ccc3C)c(=O)[nH]2)cc1
    -4% | · | -11% | 6% | -1% | -10% | -2% | · | -7%
- O=C(Nc1nc2cc3c(cc2s1)OCCO3)c1cccs1
    -1% | 2 | -39%[inhibitor] | -11% | ? | -29% | -50%[inhibitor] | i | 1%
- CC1(C)N=C(N)NC(Nc2ccccc2Cl)=N1
    -1% | 1 | 0% | -12% | 4% | 2% | -14% | i | 0%

3 of the entries above in order of the GLP-1R agonist value, falling:
molecule | GLP-1R agonist
CCOC(=O)C1CCN(C(=O)Cc2ccc(-c3ccccc3)cc2)CC1 | 8%
CC1(C)N=C(N)NC(Nc2ccccc2Cl)=N1 | -1%
O=C1/C(=N\O)Cc2ccccc21 | -4%

Only part of the results is shown; the hit share may differ from the screen's.
